From PubChem
EPAC2 antag: qHTS for Antagonist of cAMP-regulated guanine nucleotide exchange factor 2 (EPAC2): primary screen | Rap guanine nucleotide exchange factor 4 (Homo sapiens), Q8WZA2 | EPAC2 GEF exchange of Rap1B-BODIPY-GDP, fluorescence | Potency, µM (highest dose often 114 µM), inactives show at the top dose activity, negative = inhibition, hits mostly inhibitors | 360,000 tested, 0.18% active; also: potency is read from the fitted curve at half-maximal effect; % is scaled to controls: 0 for no effect and ±100 for the full control effect; nearly all actives have a fitted effect of over 45% in size; many of its hits are not listed in these tables
FUS suppressor: qHTS for Suppressors of FUS Proteinopathy: Primary screen using FUS-linked yeast assay. 390,000 tested, 0.24% active. Potency, µM (series often up to 76.6 µM), inactives show at the top dose growth rescue (activation), most hits filed as activators. S. cerevisiae FUS-expressing, growth rescue, OD600, 24 h;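 also: potency is read from the fitted curve at half-maximal effect; plate controls were DMSO vehicle for no effect and reference control for full effect; nearly all actives have a fitted effect of over 55% in size; some results filed as inactive show a strong effect at the top dose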
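Read-out: OD at 600 nm after 24hr at 30C, reporting rescue of FUS-induced yeast toxicity. Cells at OD 0.005 in galactose (2%) minimal medium; compounds tested in a dilution series; CP55940 titration from 92uM final as control.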
TDP-43 yeast inh: qHTS of TDP-43 Inhibitors | TDP-43 expressing yeast growth rescue, BacTiter-Glo, 24 h | Potency, µM (doses to about 46.1 µM), inactives show top-dose growth rescue (activation), actives largely listed as activators | 410,000 tested, 1.8% active | AID 652104, 2013; also: potency is read from the fitted curve at half-maximal effect; % of control where 0% means no effect; nearly all actives have a fitted effect of over 50% in size
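Yeast expressing TDP-43 (pregrown in raffinose, seeded at OD600=0.02 in galactose medium) exposed to compounds 24 hr at 30 deg C. Growth read by BacTiter-Glo luminescence; rescue of toxicity appears as increased signal.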
aSyn rescue: qHTS of alpha-syn Inhibitors; Yeast expressing alpha-synuclein, growth rescue, BacTiter-Glo, 24 h; Potency, µM (doses to about 46.1 µM), inactives show top-dose growth rescue (activation), actives largely listed as activators; 370,000 tested, 0.14% active; AID 652106, 2013; also: potency is read from the fitted curve at half-maximal effect; % of control where 0% means no effect; nearly all actives have a fitted effect of over 65% in size
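Galactose-induced alpha-syn yeast (OD600=0.02, raffinose-pregrown) + pinned cpd, 24 hr, 30 deg C; growth by BacTiter-Glo luminescence. Growth restoration scores as activation.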
DRD3 agonist: qHTS of D3 Dopamine Receptor Agonist: qHTS; D(3) dopamine receptor (Homo sapiens), P35462; D3R DiscoveRx beta-arrestin cells, luminescence, 90 min; max activation, %; 410,000 tested, 0.58% active; in the data active = max activation above about 30%; also: 0% is about no effect; mostly tested at two doses, the higher about 12 µM
Target sequence (P35462 whole entry, looked up): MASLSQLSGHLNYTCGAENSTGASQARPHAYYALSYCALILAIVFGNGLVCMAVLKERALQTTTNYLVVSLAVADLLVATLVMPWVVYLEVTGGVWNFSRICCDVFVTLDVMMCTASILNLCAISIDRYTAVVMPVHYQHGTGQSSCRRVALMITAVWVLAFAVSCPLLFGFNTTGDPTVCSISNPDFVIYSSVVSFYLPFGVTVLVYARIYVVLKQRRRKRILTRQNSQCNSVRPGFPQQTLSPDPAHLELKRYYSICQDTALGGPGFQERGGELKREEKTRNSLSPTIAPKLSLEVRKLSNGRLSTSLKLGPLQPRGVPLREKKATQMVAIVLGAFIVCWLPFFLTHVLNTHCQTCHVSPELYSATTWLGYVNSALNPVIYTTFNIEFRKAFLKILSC
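Agonist mode: compounds and dopamine controls were applied to plated cells for 90 min at 37 degrees C after an overnight attachment at 1500 cells/well. Luminescent read-out followed 30 - 60 minutes at room temperature with DiscoveRx detection reagent.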
D3 antag: qHTS of D3 Dopamine Receptor Antagonist: qHTS. 360,000 tested, 2.5% active. D3R cells, DiscoveRx beta-arrestin luminescence, antagonist mode; stronger effect = lower value. max response, negative = inhibition, %. D(3) dopamine receptor (Homo sapiens), P35462; in the data active = max response below about -50%; inconclusive = no clear call, values can overlap the other calls; also: % is scaled to controls: 0 for no effect and ±100 for the full control effect; mostly tested at two doses, the higher about 12 µM
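Cells plated overnight at 1500 cells/well, then exposed to library compounds with dopamine controls for 90 minutes at 37 degrees C. DiscoveRx reagent added for 30–60 minutes at room temperature; luminescence read, quantitative HTS format.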
Abeta rescue: qHTS for compounds that reverse cellular toxicity of Amyloid beta (A-beta) peptide in yeast: Primary Screen; yeast expressing A-beta42, growth rescue, OD600, 48 h; response scale: 0% DMSO, 100% iron-clioquinol control; Potency, µM (highest dose often 46.1 µM), inactives show at the highest dose growth rescue, most hits filed as activators; 410,000 tested, 0.063% active; AID 1347071, 2019; also: potency is read from the fitted curve at half-maximal effect; nearly all actives have a fitted effect of over 55% in size
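Yeast A-beta toxicity model in growth medium with pinned compounds, 48 h at 30 C; growth read as absorbance at 600 nm. Normalized to FeCl3/clioquinol equimolar mix (positive) and DMSO (negative).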
EPAC2 ag: qHTS for Agonist of cAMP-regulated guanine nucleotide exchange factor 4 (EPAC2): primary screen; 360,000 tested, 0.079% active; AID 720711, 2013; Rap guanine nucleotide exchange factor 4 (Homo sapiens), Q8WZA2; EPAC2 activation, biochemical qHTS; response scale: 100% = 6.5 mM cAMP response; Potency, µM (doses to about 154 µM), for the others: top-dose activation, usual class: activators; also: potency is read from the fitted curve at half-maximal effect; nearly all actives have a fitted effect of over 50% in size
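Fluorescence exchange assay: 100 nM EPAC2 with 250 nM RAP1B-BODIPY-GDP and 50 uM GDP; compounds tested as a concentration-titration series (qHTS). Loss of Rap1-bound BODIPY-GDP fluorescence read at 480/540 nm; data normalized to 6.5 mM cAMP.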
Active calls of the source: *; ? = inconclusive; nt = not tested or not shown; & = joins results of further samples; [ ] = another dose, or the depositor's remark. Unless noted, calls follow the shape of the dose curve; as a rule, active = well fitted curve in the direction sought with a large enough effect; inconclusive = small, poorly fitted or top-dose-only effect, or another doubt; inactive = no such curve, though single readings can be large; an effect the other way counts as inactive or inconclusive. An excerpt; the hit share may differ from the screen's.

cpd	SMILES	DRD3 agonist	D3 antag	EPAC2 ag	TDP-43 yeast inh
1	COc1ccc(Cl)cc1C(=O)NNC(=S)NC(=O)/C=C/c1ccco1	-10	-15	5%	?
2	O=C(CN1C(=O)CSC1=O)NC1CCCCC1	0	0	-3%	-3%
3	O=C1CC2c3ccccc3C1C1C(=O)N(CCc3ccccc3)C(=O)C21 (stereo unspecified)	1	-28	9%	4%
4	COc1ccc(C(=O)OCCCN(C)C)cc1OC	2	-6	5%	8%
5	CCC(=O)Nc1ccc(Cl)c(NC(=O)c2ccc(Br)o2)c1	3	-26	6%	?
6	COCCNC(=O)Nc1ccc2nc(C)sc2c1	-3	?	-3%	-5%
7	CC(C)c1[nH]nc2c1C(c1cccs1)C(C#N)=C(N)O2 (stereo unspecified)	-2	-3	10%	-11%
8	Nc1nnc(CCN2C(=O)CSC2=O)s1	-3	-3	5%	-9%

cpd	aSyn rescue	EPAC2 antag	Abeta rescue	FUS suppressor
1	3.5µM*	-4%	-3%	-13%
2	0%	1%	-2%	12%
3	5%	-8%	2%	-9%
4	-6%	-2%	15%	nt
5	-8%	1%	5%	-1%
6	-6%	-2%	9%	9%
7	1%	-3%	-6%	29%
8	-6%	-7%	3%	47%

Part of the list above, reduced to DRD3 agonist and Abeta rescue:
cpd	Molecule	DRD3 agonist	Abeta rescue
7	CC(C)c1[nH]nc2c1C(c1cccs1)C(C#N)=C(N)O2 (stereo unspecified)	-2	-6%
8	Nc1nnc(CCN2C(=O)CSC2=O)s1	-3	3%

Other compounds.
cpd	SMILES	DRD3 agonist	D3 antag	EPAC2 ag	TDP-43 yeast inh
9	CC(=O)N(CN1C(=O)c2ccc([N+](=O)[O-])cc2C1=O)c1cccc(C(=O)O)c1	12	13	8%	14%
10	Cc1cc(NC(=O)Cn2nc(C(=O)O)c3ccccc3c2=O)c([N+](=O)[O-])cc1C	6	1	4%	-26%
11	Cc1ccc(-n2ncc3c(Nc4cccc(C)c4)ncnc32)cc1	-9	nt	nt	-9%
12	CCc1nnc(SCC(=O)Nc2ccc3c(c2)OCO3)o1	3	1	11%	3%
13	Cc1ccc(NS(=O)(=O)c2c(C)[nH]c(C)c2C(=O)N2CCCCC2)cc1C	1	?	3%	2%
14	Cc1ccc2nc(SCC(=O)N3CCCCCC3)nc(=O)n2c1	7	0	5%	-21%
15	Cc1cc(OCc2nn[nH]n2)c2c(C)c(CC(=O)O)c(=O)oc2c1	2	-24	12%	-2%
16	CN(C)/C=C/C(=O)c1cc(F)cc(C(F)(F)F)c1	2	-1	-3%	0%

cpd	aSyn rescue	EPAC2 antag	Abeta rescue	FUS suppressor
9	?	3%	-7%	5%
10	-6%	9%	4%	16%
11	2%	nt	-20%	-20%
12	1%	23%	19%	6%
13	5%	1%	6%	12%
14	3%	-3%	-9%	15%
15	-3%	-11%	-10%	46%
16	2%	4%	-5%	7%

New compounds follow:
cpd	SMILES	DRD3 agonist	D3 antag	EPAC2 ag	TDP-43 yeast inh
17	CCc1cccc2c(C(=O)COC(=O)[C@@H]3CC(O)CN3S(=O)(=O)c3ccccc3[N+](=O)[O-])c[nH]c12 (stereo partly specified)	-7	-3	1%	-6%
18	COCCNC(=O)C(c1ccc(F)cc1)N(Cc1ccccc1)C(=O)CCC(=O)Nc1nccs1 (stereo unspecified)	4	0	1%	-7%
19	O=C(COC(=O)c1ccc2c(c1)OCO2)Nc1ccccc1Cl	0	-14	14%	7%
20	CCOc1ccc(NC(=O)CN(C)C(=O)c2ccc(C)c(S(=O)(=O)N3CCCCC3)c2)cc1OCC	0	8	-4%	1%
21	CN(C)c1ccc(-c2csc(C(C)(O)c3cccc(F)c3)n2)cc1 (stereo unspecified)	-19	-26	13%	?
22	CC(=O)NC(Cc1ccccc1)C(=O)OCC(=O)c1ccc(Br)cc1 (stereo unspecified)	4	6	4%	-6%
23	COc1ccc(Cc2noc(CN(C)CCN3CCc4ccccc4C3)n2)cc1OC	-14	?	9%	18%
24	Cc1cnc(Sc2ncccc2[N+](=O)[O-])nc1	-6	-21	-11%	-1%

cpd	aSyn rescue	EPAC2 antag	Abeta rescue	FUS suppressor
17	8%	-12%	6%	26%
18	1%	2%	-14%	16%
19	-4%	1%	-22%	-8%
20	1%	-1%	-4%	20%
21	-12%	-9%	17%	14%
22	3%	12%	-5%	?
23	0%	6%	0%	4%
24	2%	-1%	-2%	-31%

Compounds above that have an NH in an aromatic ring:
cpd	SMILES	DRD3 agonist	D3 antag	EPAC2 ag	TDP-43 yeast inh
7	CC(C)c1[nH]nc2c1C(c1cccs1)C(C#N)=C(N)O2 (stereo unspecified)	-2	-3	10%	-11%
13	Cc1ccc(NS(=O)(=O)c2c(C)[nH]c(C)c2C(=O)N2CCCCC2)cc1C	1	?	3%	2%
15	Cc1cc(OCc2nn[nH]n2)c2c(C)c(CC(=O)O)c(=O)oc2c1	2	-24	12%	-2%
17	CCc1cccc2c(C(=O)COC(=O)[C@@H]3CC(O)CN3S(=O)(=O)c3ccccc3[N+](=O)[O-])c[nH]c12 (stereo partly specified)	-7	-3	1%	-6%

cpd	aSyn rescue	EPAC2 antag	Abeta rescue	FUS suppressor
7	1%	-3%	-6%	29%
13	5%	1%	6%	12%
15	-3%	-11%	-10%	46%
17	8%	-12%	6%	26%

Later entries.
cpd	SMILES	DRD3 agonist	D3 antag	EPAC2 ag	TDP-43 yeast inh
25	CCCC(=O)NC(=S)Nc1c(C)cc(Br)cc1C	4	2	-4%	9%
26	O=C(NC(=S)Nc1ccc(N2CCOCC2)cc1)c1ccc2c(c1)OCCO2	-2	0	12%	-2%
27	O=C(COC(=O)c1ccc(S(=O)(=O)NCc2ccco2)cc1)NC1CCCCCC1	1	-6	-2%	-27%
28	COc1ccc(CN2CCN(Cc3cc4ccccc4o3)CC2CCO)c(F)c1 (stereo unspecified)	-18	-19	9%	14%
29	O=C1c2ccccc2NC(c2cccc(O)c2)N1Cc1ccco1 (stereo unspecified)	1	8	-4%	8%
30	CC(NC(=O)c1cc(-c2cccs2)on1)c1ccccc1 (stereo unspecified)	-19	14	7%	-12%
31	C/C(=N\NC(=O)c1ccc2c(c1)OCO2)c1ccc(O)cc1	-9	-3	1%	9%
32	CCn1c(=O)cc(OCC(=O)N2CCN(c3cccc(C)c3C)CC2)c2ccccc21	6	nt	nt	18%

cpd	aSyn rescue	EPAC2 antag	Abeta rescue	FUS suppressor
25	-5%	2%	?	-4%
26	-7%	-1%[57.1 µM]	-28%	6%
27	-2%	15%	2%	50%
28	0%	3%	4%	-10%
29	6%&7%	-20%	-7%	2%
30	-9%	-5%	-2%	15%
31	-3%	13%	5%	-17%
32	nt	nt	-4%	30%

Next section.
cpd	SMILES	DRD3 agonist	D3 antag	EPAC2 ag	TDP-43 yeast inh
33	Cc1cc(C)n(-c2ccc(C(=O)OCC(=O)Nc3ccccc3F)cc2)n1	-3	-28	-6%	5%
34	CCC(=O)Nc1cccc(C2=NOC3(C2)C[C@@H](C(N)=O)N(C(=O)C(c2ccccc2)c2ccccc2)C3)c1 (stereo partly specified)	1	13	1%	6%
35	Cn1cccc1/C=C1\SC(=S)N(NC(=O)c2cccc(Cl)c2)C1=O	4	6	20%	?
36	CC[C@H](C)[C@@H](C(=O)N1CCNCC1)n1cc([C@@H](N)CC(C)C)nn1	-2	9	8%	4%
37	Cc1ccccc1OCc1ccc(-c2nc(C#N)c(NCCCN(C)C)o2)o1	-3	nt	nt	0%
38	CCN(CC)S(=O)(=O)c1ccc(O)c(C(=O)OCC(=O)N(C)Cc2ccccc2)c1	2	-13	-1%	1%
39	C[C@@H](C(=O)N=c1sc2ccccc2n1C)N1C(=O)C2CC=CCC2C1=O (stereo partly specified)	10	7	10%	3%
40	Cc1cc(NC(=O)COC(=O)c2ccco2)no1	7	3	1%	2%

cpd	aSyn rescue	EPAC2 antag	Abeta rescue	FUS suppressor
33	-2%	5%	-13%	-3%
34	-2%	9%	2%	23%
35	-6%	4%	-10%	24%
36	-1%	10%	-9%	-3%
37	nt	nt	20%	6%
38	8%	0%	7%	12%
39	10%	-4%	12%	3%
40	-11%	4%	-9%	-5%

Next part:
cpd	SMILES	DRD3 agonist	D3 antag	EPAC2 ag	TDP-43 yeast inh
41	CC(=O)Nc1ccc2nc(C3CCCCC3)[nH]c2c1	-7	0	-2%	0%
42	COc1ccc(-n2c(=O)n(Cc3ccccc3)c(=O)c3[nH]cnc32)cc1	-12	?	10%	9%
43	Cc1ccc(C)c(NC(=O)CN(C)C(=O)C2COc3ccccc3O2)c1 (stereo unspecified)	-2	0	-2%	-6%
44	CCOC(=O)NNc1ccc(C(F)(F)F)cn1	19	12	4%	-17%
45	N#Cc1ccccc1NC(=O)C(=O)NCC1CCCN1S(=O)(=O)c1cccs1 (stereo unspecified)	-1	4	1%	12%
46	COc1ccc(OCCN2CCC(C(=O)NC(c3ccsc3)c3ccccc3C)CC2)cc1 (stereo unspecified)	-10	-12	11%	22%

cpd	aSyn rescue	EPAC2 antag	Abeta rescue	FUS suppressor
41	-3%	9%	-2%	35%
42	2%	6%	7%	-17%
43	4%	6%	-9%	-30%
44	-2%	7%	-3%	-10%
45	1%	2%	-4%	7%
46	0%	-8%	-3%	19%
